M. tuberculosis GlmU = inhibition of mycobacterial GlmU enzyme – biochemical, glucosamine-1-phosphate acetyltransferase (AID 1376); M. tuberculosis GlmU acetyltransferase enzyme assay; higher % means a stronger effect; one-dose inhibition, %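 (tested at 30 µM in the primary screen)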; IC50 in µM for titrated hits; actives 0.25% (n = 220,000); in the data active = inhibition above about 13%;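 also: 0% = complete reaction with vehicle and 100% = reaction without substrate; strong numbers were not always called active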
Mtb RmlCD inh = blocks M. tuberculosis RmlC and RmlD coupled enzymes. P9WH09+P9WH11. inhibition, % at 3.6 µM. RmlC+RmlD coupled enzyme assay, percent inhibition; primary screen in compound mixtures. AID 1533. actives 0.03% (n = 160,000); in the data active = inhibition mostly above about 34%, no sharp cut-off; also: some results filed as inactive read as strong as hits
Target sequence (P9WH09 whole entry, looked up): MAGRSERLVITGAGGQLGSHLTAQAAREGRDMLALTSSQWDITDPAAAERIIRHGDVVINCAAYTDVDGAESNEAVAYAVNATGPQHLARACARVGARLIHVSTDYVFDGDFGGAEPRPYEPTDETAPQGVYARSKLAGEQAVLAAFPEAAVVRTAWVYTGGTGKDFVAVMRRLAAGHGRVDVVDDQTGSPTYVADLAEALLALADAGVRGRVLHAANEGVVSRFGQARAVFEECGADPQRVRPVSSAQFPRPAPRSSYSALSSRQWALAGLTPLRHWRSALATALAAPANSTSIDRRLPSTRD
Target sequence (P9WH11 whole entry, looked up): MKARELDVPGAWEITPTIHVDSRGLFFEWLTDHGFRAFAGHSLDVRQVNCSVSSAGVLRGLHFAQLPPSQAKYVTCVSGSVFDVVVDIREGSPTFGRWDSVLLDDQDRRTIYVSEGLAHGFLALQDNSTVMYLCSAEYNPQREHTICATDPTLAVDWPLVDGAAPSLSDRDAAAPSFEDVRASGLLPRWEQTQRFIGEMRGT
Starred values were filed as active, the others as inactive. This is a subset; count on the stated rates, not on these rows.

COc1ccc([N+](=O)[O-])cc1NC(=S)NC(NC(C)=O)C(Cl)(Cl)Cl (configuration not stated) was read as M. tuberculosis GlmU 2.8% and Mtb RmlCD inh -20.5.
`CC(C)(ONC(=O)Nc1ccccc1Cl)C(=O)O` gave M. tuberculosis GlmU -3.7%.
For Cc1cccc(C)c1NC(=O)C(NC=O)c1ccccc1 (configuration not stated) the results were M. tuberculosis GlmU -2.9% and Mtb RmlCD inh -5.2.
O=C(NC1CCCC1)c1n[nH]c2ccccc12 was read as M. tuberculosis GlmU 5.7% and Mtb RmlCD inh 3.8.
For O=C(O)c1cc2c(cc1Cl)N1CCCCCC1=NS2(=O)=O the results were M. tuberculosis GlmU 0.2% and Mtb RmlCD inh -9.6.
For O=S(=O)(CCN1CCSCC1)c1ccc(Cl)cc1 the results were M. tuberculosis GlmU 2.0% and Mtb RmlCD inh 8.5.
`O=C1CC(N2CCCCC2)C(=O)N1c1ccccc1` (configuration not stated) gave M. tuberculosis GlmU 5.2%.
O=C(CNC(=O)c1cc(=O)[nH]c2ccccc12)Nc1ccc(F)c(F)c1 was read as M. tuberculosis GlmU -2.5% and Mtb RmlCD inh -1.5.
Screening Cc1ccc(/C=[N+](\[O-])c2ccc(N(C)C)cc2)c2nsnc12 returned M. tuberculosis GlmU 3.5%.
Cc1ccc2[nH]c(O)c(N=NC(N)=S)c2c1 was read as M. tuberculosis GlmU -4.1% and Mtb RmlCD inh 5.0.
Screening CCOC(=O)N1CCN(c2cc(=O)n(Cc3ccc(F)cc3)c(=O)[nH]2)CC1 returned M. tuberculosis GlmU -1.3%.
For CCN1CCN(c2ccc(NC(=O)c3cccc4ncccc34)cc2)CC1 the results were M. tuberculosis GlmU 0.6% and Mtb RmlCD inh -3.8.
c1ccc(CCn2c(SCc3ccccc3)nnc2-c2ccncc2)cc1 was read as M. tuberculosis GlmU 5.2%.
Cc1ccc(S(=O)(=O)N(C)C)cc1NC(=O)COC(=O)c1ccc2c(c1)NC(=O)CS2 was read as M. tuberculosis GlmU -1.2% and Mtb RmlCD inh 4.4.
`COc1ccc(NC(=O)c2cc(OC)c(OC)c(OC)c2)cn1` gave M. tuberculosis GlmU 5.0% and Mtb RmlCD inh 75.5.
Cc1[nH]c2ccc(-c3n[nH]c(=S)n3-c3ccccc3)cc2c1C was read as M. tuberculosis GlmU 4.9% and Mtb RmlCD inh -0.9.
CCN(CC)c1ccc(NC(=O)COC(=O)CSc2ccc(Br)cc2C)cc1 was read as M. tuberculosis GlmU 4.7%.
For Cn1nc(C(=O)N2CCN(S(=O)(=O)c3ccccc3)CC2)c2ccccc2c1=O the results were M. tuberculosis GlmU 5.5%.
Cc1cc(COc2ccccc2O)on1 was read as M. tuberculosis GlmU 1.0% and Mtb RmlCD inh 8.5.
`COc1ccc(C(=O)NC2CCN(C(=S)Nc3cc(C)ccc3C)CC2)cc1` gave M. tuberculosis GlmU -5.4% and Mtb RmlCD inh 9.6.

Next section (7 carried over from the part before).
Cc1ccc(S(=O)(=O)N(C)C)cc1NC(=O)COC(=O)c1ccc2c(c1)NC(=O)CS2 was read as M. tuberculosis GlmU -1.2% and Mtb RmlCD inh 4.4.
`COc1ccc(NC(=O)c2cc(OC)c(OC)c(OC)c2)cn1` gave M. tuberculosis GlmU 5.0% and Mtb RmlCD inh 75.5.
Cc1[nH]c2ccc(-c3n[nH]c(=S)n3-c3ccccc3)cc2c1C was read as M. tuberculosis GlmU 4.9% and Mtb RmlCD inh -0.9.
CCN(CC)c1ccc(NC(=O)COC(=O)CSc2ccc(Br)cc2C)cc1 was read as M. tuberculosis GlmU 4.7%.
For Cn1nc(C(=O)N2CCN(S(=O)(=O)c3ccccc3)CC2)c2ccccc2c1=O the results were M. tuberculosis GlmU 5.5%.
Cc1cc(COc2ccccc2O)on1 was read as M. tuberculosis GlmU 1.0% and Mtb RmlCD inh 8.5.
`COc1ccc(C(=O)NC2CCN(C(=S)Nc3cc(C)ccc3C)CC2)cc1` gave M. tuberculosis GlmU -5.4% and Mtb RmlCD inh 9.6.
Screening COc1ccc(NC(=S)N2CCN(Cc3cccc(F)c3)CC2)c(OC)c1 returned M. tuberculosis GlmU 1.8% and Mtb RmlCD inh 17.3.
For Nc1nc(Nc2cccc(Cl)c2)n[nH]1 the results were M. tuberculosis GlmU 1.1% and Mtb RmlCD inh -13.1.
O=C1CN(C(=O)COC(=O)CNS(=O)(=O)c2ccccc2)c2ccccc2N1 was read as M. tuberculosis GlmU -1.2% and Mtb RmlCD inh -8.3.
Screening COC(=O)c1sccc1NC(=O)CSc1ccccc1NS(=O)(=O)c1cc(Cl)ccc1Cl returned M. tuberculosis GlmU -3.7%.
CCN(CC)S(=O)(=O)c1cccc(-c2nnc(SCC#N)n2Cc2ccccc2)c1 was read as M. tuberculosis GlmU -0.3% and Mtb RmlCD inh 9.2.
CC(C(=O)NCC1CCCO1)N1C(=O)C2C3CC(C(Br)C3Br)C2C1=O (configuration not stated) was read as M. tuberculosis GlmU 1.4% and Mtb RmlCD inh 8.3.
Screening S=C(c1ccc(N2CCCC2)c(Br)c1)N1CCCCC1 returned M. tuberculosis GlmU -2.6% and Mtb RmlCD inh -5.4.
Screening O=C(c1ccc2c(=O)n3c(nc2c1)CCCCC3)N1CCN(C(c2ccccc2)c2ccccc2)CC1 returned M. tuberculosis GlmU -2.8%.
Cc1ccc(NC(=O)N(CCC(=O)O)Cc2ccccc2)cc1 was read as M. tuberculosis GlmU 1.8%.
`Cc1c(C=O)c(C=O)c(C)n1Cc1ccccc1` gave M. tuberculosis GlmU -4.5% and Mtb RmlCD inh 5.6.
Cc1[nH]nc(SCC(=O)NCC(C)C)c1[N+](=O)[O-] was read as M. tuberculosis GlmU -0.2% and Mtb RmlCD inh -9.2.
CCC(C)NC(=O)CN1C(=O)CC(C)(C)S(=O)(=O)c2ccccc21 (configuration not stated) was read as M. tuberculosis GlmU 8.2%.
For CC#C[C@]1(O)CC[C@H]2[C@@H]3CCC4=CC(=O)CCC4=C3[C@@H](c3ccc(N(C)C)cc3)C[C@@]21C the results were M. tuberculosis GlmU -3.6%.
Cc1ccc(S(=O)(=O)Nc2cc(S(=O)(=O)N3CCCCC3)ccc2N2CCOCC2)cc1 was read as M. tuberculosis GlmU -0.9% and Mtb RmlCD inh 9.3.
For O/N=C1\CCCc2c1nc(-c1ccccc1F)n2O the results were M. tuberculosis GlmU 2.9% and Mtb RmlCD inh 26.7.
CCOc1ccc(CCNC(=O)C2CCN(S(=O)(=O)N3CCOCC3)CC2)cc1OCC was read as M. tuberculosis GlmU -3.4% and Mtb RmlCD inh 2.6.
`CCOC(=O)C(NC(=O)Nc1ccc(F)cc1F)(Oc1ccccc1)C(F)(F)F` (configuration not stated) gave M. tuberculosis GlmU 3.2% and Mtb RmlCD inh -39.7.
`N#Cc1c(N)nc2c3c(sc(=N)c2c1N)NC(=O)CC3c1ccccc1` (configuration not stated) gave M. tuberculosis GlmU -0.8% and Mtb RmlCD inh 13.4.
Screening CCNC(=O)NCCc1c[nH]c2ccc(Cl)cc12 returned M. tuberculosis GlmU 3.2% and Mtb RmlCD inh 109.7.
CCc1nnc(NC(=O)CSc2nnc(-c3ccoc3C)n2-c2ccc(C)cc2)s1 was read as Mtb RmlCD inh -11.2.
For O=C(O)c1ccc(NS(=O)(=O)c2ccc3c(c2)OCCCO3)cc1 the results were M. tuberculosis GlmU -3.4% and Mtb RmlCD inh -7.8.
For CCOC(=O)C1CCC(CNCc2ccccc2C)CC1 (configuration not stated) the results were M. tuberculosis GlmU -2.0% and Mtb RmlCD inh 3.4.
Screening Cc1ccc(-n2c(N)c(C(=O)NCc3cccnc3)sc2=S)cc1 returned M. tuberculosis GlmU -6.4% and Mtb RmlCD inh 18.8.
For CC(=O)Nc1ccc(/C(C)=N/NC(=O)C2CC2c2ccccc2)cc1 (configuration not stated) the results were M. tuberculosis GlmU 8.4% and Mtb RmlCD inh -7.4.
COc1ccc(-c2cc(C(=O)N3CC4(C)CC3CC(C)(C)C4)no2)cc1OC (configuration not stated) was read as M. tuberculosis GlmU -2.6% and Mtb RmlCD inh 4.8.
Screening CCN1CCN(C(=S)c2ccc(OCC(=O)Nc3ccc(OC)cc3)cc2)CC1 returned M. tuberculosis GlmU -1.0%.
`COc1ccc(N(C(=O)c2ccccc2OC(C)=O)C(C)C2CC2)cc1` (configuration not stated) gave M. tuberculosis GlmU -1.2% and Mtb RmlCD inh 3.0.
`COC(=O)c1ccc(NC(=O)CCS(=O)(=O)c2ccc(Br)s2)cc1` gave M. tuberculosis GlmU 1.9% and Mtb RmlCD inh 2.2.
`COC(=O)CSc1nc2ccc(NC(C)=O)cc2s1` gave M. tuberculosis GlmU -0.5%.
Screening CCOc1ccc(C(=O)N[C@H](C(=O)Nc2ccc(OC)c(S(=O)(=O)N3CCOCC3)c2)C(C)C)cc1 returned M. tuberculosis GlmU -1.0% and Mtb RmlCD inh 11.5.
For COc1ccc(-n2ccc(=O)c3c2CCCC3=O)cc1 the results were M. tuberculosis GlmU 7.0% and Mtb RmlCD inh 2.5.
CC(=O)N1CCN(C(=O)c2cc(C)nc3ccccc23)CC1 was read as M. tuberculosis GlmU -2.4%.
COc1ccc(/C=C/c2nnc(NC(=O)CSc3ccc(C)cc3)s2)cc1 was read as M. tuberculosis GlmU -2.8%.
`CC(CCc1ccccc1)NC(=O)c1ccc2nc(N3CCOCC3)sc2c1` (configuration not stated) gave M. tuberculosis GlmU 3.2% and Mtb RmlCD inh 20.3.
For Cc1cccc(NC(=O)c2ccc(S(=O)(=O)N(C)C)cc2)c1 the results were M. tuberculosis GlmU -0.2%.
For COc1ccc(/C=N/S(=O)(=O)c2ccccc2)cc1OC the results were M. tuberculosis GlmU -4.2% and Mtb RmlCD inh 6.8.
CN(C)C(=O)c1noc2cc([N+](=O)[O-])ccc12 was read as M. tuberculosis GlmU -1.7% and Mtb RmlCD inh -1.8.
For Cc1onc(-c2ccccc2Cl)c1C(=O)Nc1cccc(-c2cn3cccnc3n2)c1 the results were M. tuberculosis GlmU 1.5% and Mtb RmlCD inh 8.3.
`O=[N+]([O-])c1ccc(NCCCN2CCOCC2)c2ncccc12` gave M. tuberculosis GlmU -6.1% and Mtb RmlCD inh 4.5.
`COc1ccccc1-n1c(SCC(=O)Nc2ccccc2F)nc2[nH]ncc2c1=O` gave M. tuberculosis GlmU -0.6%.
For CN1C(C)(C)CC(NC(=O)CCC(=O)NC2CC(C)(C)N(C)C(C)(C)C2)CC1(C)C the results were M. tuberculosis GlmU -4.7%.
Screening CCOC(=O)c1c(NC(=S)NC)sc2c1CCCC2 returned M. tuberculosis GlmU 3.2%.
`O=C(CNC(=O)c1cccs1)OCC(=O)c1ccc(Br)cc1` gave M. tuberculosis GlmU 1.1% and Mtb RmlCD inh 4.1.
`COc1ccc(O)c(/C=N/Nc2nc(Nc3ccccc3)nc(-n3nc(C)cc3C)n2)c1` gave M. tuberculosis GlmU -0.6% and Mtb RmlCD inh 6.8.
Screening Cc1cc2nc(-c3ccc(SCC(=O)Nc4ccc(S(=O)(=O)N5CCCC5)cc4)nc3)[nH]c2cc1C returned M. tuberculosis GlmU -1.6% and Mtb RmlCD inh 4.7.
Cc1ccc(S(=O)(=O)NCc2cn3ccsc3n2)c(C)c1 was read as M. tuberculosis GlmU -1.7% and Mtb RmlCD inh -8.7.
Screening CC(On1c(-c2ccccc2)nc2ccc(Cl)cc21)C(=O)O (configuration not stated) returned M. tuberculosis GlmU 1.9% and Mtb RmlCD inh 19.6.
`COCCNC(=O)c1cc2c(-c3ccccc3F)nn(C)c2s1` gave Mtb RmlCD inh -7.5.
Cc1c(N2C(=O)/C(=C\C3CC=CCC3)SC2=S)c(=O)n(-c2ccccc2)n1C (configuration not stated) was read as M. tuberculosis GlmU -5.8% and Mtb RmlCD inh -13.8.
Cc1ccc(NC(=O)CCC(=O)NNC(=O)c2ccccc2Cl)c(C)c1 was read as M. tuberculosis GlmU 3.6% and Mtb RmlCD inh -10.5.
Cc1cc(Cl)ccc1OCCCC(N)=O was read as M. tuberculosis GlmU -1.5% and Mtb RmlCD inh -6.4.
Cc1nc2ccccc2c2oc(C(=O)NCc3ccc4c(c3)OCO4)cc12 was read as M. tuberculosis GlmU 3.4%.
For Cc1ccc(C2NC(=S)NC3=C2C(=O)CCC3)cc1 (configuration not stated) the results were M. tuberculosis GlmU 8.2%.
For O=C(CCCCO)CCCCCCCC[C@H]1N[C@H](CO)[C@H](O)[C@@H]1O[C@@H]1O[C@H](CO)[C@@H](O)[C@H](O)[C@H]1O the results were M. tuberculosis GlmU -0.3%.
For COc1ccc(CNC2CCCC2)c(OC)c1OC the results were M. tuberculosis GlmU 4.8% and Mtb RmlCD inh 20.9.
`CN1CCN(C(c2cccc(C(F)(F)F)c2)c2nnnn2Cc2ccccc2)CC1` (configuration not stated) gave M. tuberculosis GlmU -3.6% and Mtb RmlCD inh 9.9.
`CCN1CCN(CC(=O)Nc2cc3c(cc2C(C)=O)OCO3)CC1` gave M. tuberculosis GlmU -3.0% and Mtb RmlCD inh -2.5.
COc1cc(-c2nc(-c3ccccc3)c(-c3cccs3)[nH]2)cc(OC)c1O was read as M. tuberculosis GlmU 5.0% and Mtb RmlCD inh -10.4.
CC1CCC2(CC1)NC(=O)N(CC(=O)NCc1cccs1)C2=O (configuration not stated) was read as M. tuberculosis GlmU -3.4% and Mtb RmlCD inh 0.1.
For CC(C)CC(=O)NC(=S)NNC(=O)c1ccc(NC(=O)C2CCCCC2)cc1 the results were M. tuberculosis GlmU 2.5% and Mtb RmlCD inh 3.3.
`COc1cccc(NC(=O)CN(C)C(C)C(=O)Nc2ccc(C(C)=O)cc2)c1` (configuration not stated) gave M. tuberculosis GlmU 0.8% and Mtb RmlCD inh 0.2.

Gathered by group: the entries above with a furan ring, fused or not.
CCc1nnc(NC(=O)CSc2nnc(-c3ccoc3C)n2-c2ccc(C)cc2)s1 was read as Mtb RmlCD inh -11.2.
Cc1nc2ccccc2c2oc(C(=O)NCc3ccc4c(c3)OCO4)cc12 was read as M. tuberculosis GlmU 3.4%.
